# L3MBTL1 block – L3MBTL1 (human) inhibition | Q9Y468 | AlphaScreen L3MBTL1–H3K9me1 peptide binding | Potency, µM (doses to about 57.1 µM), without a hit: top-dose activity, negative = inhibition, actives largely listed as inhibitors | 230,000 tested, 0.66% active | AID 485360; active means well fitted inhibition curve with a large enough effect; inconclusive means small, poorly fitted or top-dose-only effect; inactive means no such curve, though single readings can be large or run the other way; further: nearly all actives have a fitted effect of over 60% in size
#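 AlphaScreen assay: L3MBTL1 (50 nM final) was preincubated 30 min at room temperature with biotinylated H3(1-15)K9me1 peptide (75 nM final), then 30 min with library compounds; streptavidin donor and nickel chelate acceptor beads (10 ug/mL final) added, 30 min dark.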
# * = called active by the depositor; ? = inconclusive; [ ] = dose if it differs, or a comment. On the % scale 0 is the no-effect control and ±100 the full control effect; potency means the concentration at half of the fitted maximal effect. The list is partial; count on the stated rates, not on these rows.
no.	compound	L3MBTL1 block
1	Cc1ccc(S(=O)(=O)N(C)c2ccc(OC(=O)CN3C(=O)NC4(CCCC4)C3=O)cc2)cc1C	-1%
2	CC(O)CN1CCN(C(=O)CN2C(=O)NC(c3ccccc3)(c3ccccc3)C2=O)CC1 (stereo unspecified)	6%
3	O=C(NCc1ccccc1CN1CCCC1)c1cc2ccccc2o1	1%
4	COc1ccc(S(=O)(=O)N2CCCCCC2)cc1C(=O)N(C)CC(=O)Nc1ccc(Cl)c(Cl)c1	3%
5	CCOCc1c(C(=O)OCC(=O)Nc2ccccc2C(N)=O)oc2ccccc12	5%
6	COc1ccc(C(=O)O)cc1S(=O)(=O)Nc1ccc(N2CCCCC2)cc1	?
7	Cc1n[nH]c(=O)c2c(NC(=O)CSc3nnnn3-c3ccc(O)cc3)oc(C)c12	10%
8	CCOC(=O)C1=C(COC(=O)c2c(OC)cccc2OC)NC(=O)NC1C (stereo unspecified)	-5%
9	Cc1cccc(C)c1NC(=O)COC(=O)CCc1c[nH]c2ccccc12	1%
10	CCN(CC(=O)NCc1cccs1)C(=O)c1cc(S(=O)(=O)NCc2ccccc2)ccc1C	-6%
11	NCCCCCc1cn([C@@H](CCC(=O)O)C(=O)NCCCCCCCCCCC(=O)N2CCNCC2)nn1	2%
12	O=C1CC(NS(=O)(=O)c2ccccc2F)CN1c1ccc2c(c1)OCCO2 (stereo unspecified)	8%
13	COc1ccccc1CCNS(=O)(=O)CCNC(=O)c1ccccc1	1%
14	Cc1ccc(NC(=O)CSc2nnnn2C2CCCC2)cc1S(=O)(=O)N1CCOCC1	-2%
15	C=CC[C@@H](CC(=O)N(CCO)Cc1ccccc1)C(=O)N[C@H](COC(=O)[C@H](CC=C)CC(=O)OC(C)(C)C)Cc1c[nH]c2ccccc12	-13%
16	COc1ccc(C(=O)Nc2ccc(Cn3ccnc3)cc2)cc1OC	4%
17	CC(=O)Nc1ccc(S(=O)(=O)N(C)CC(=O)OCC(=O)N2CC(C)OC(C)C2)cc1 (stereo unspecified)	6%
18	O=C(Nc1nnc(C2CC2)s1)C1CCCCC1	2%
19	CSc1ccccc1C(=O)N1CCN(S(=O)(=O)c2sc(C(=O)O)c(C)c2C(=O)O)CC1	-10%
20	Cc1cnc(C(=O)OCC(=O)Nc2ncc(Cl)cc2Cl)cn1	-15%
21	Cc1ccc(S(=O)(=O)NCC(=O)OCc2cc(=O)oc3c(C)c(C)ccc23)cc1C	-1%
22	N#Cc1cccc(C(=O)Nc2cc(S(=O)(=O)N3CCOCC3)ccc2N2CCCC2)c1	0%
23	C[C@@H]1CN([C@H](C)CO)C(=O)c2cc(NC(=O)Nc3ccc(C(F)(F)F)cc3)ccc2O[C@H]1CN(C)S(=O)(=O)c1ccccc1	-7%
24	N#Cc1cccc(NC(=O)COC(=O)C2CCC2)c1	11%
25	CC1(C#N)c2ccccc2C(Br)=CN1C(=O)c1ccccc1 (stereo unspecified)	1%
26	O=C(C1CCC1)N1CCN(S(=O)(=O)c2ccccc2)CC1	3%
27	CCCCn1c(N)c(N(CCC)C(=O)C2CCCC2)c(=O)[nH]c1=O	-1%
28	CCN(C(=O)CSc1n[nH]c(-c2cc(Cl)ccc2OC)n1)C1CCS(=O)(=O)C1 (stereo unspecified)	4%
29	CCOC(=O)C1=C(CC)Nc2ccccc2N/C1=N\S(=O)(=O)c1ccccc1OC	-2%
30	CCOc1ccc(N2C(=O)C3CCCN3C2=S)cc1 (stereo unspecified)	2%
31	O=C1COc2ccc(C(=O)COC(=O)/C=C/c3ccc(Br)o3)cc2N1	3.5µM*
32	CC(C)CN(C(=O)CSc1nc2ccccc2c(=O)n1C)C1CCS(=O)(=O)C1 (stereo unspecified)	40%[activator]
33	CCCCc1ccc(NC(=O)CSc2nc(=O)n(CCN(C)C)c3c2CCC3)cc1	-6%
34	Nn1c(SCC(=O)Nc2ccccc2)nnc(Cc2ccccc2)c1=O	3%
35	COc1ccc([C@H]2CC(=O)C=C(c3cccc(C(C)C)c3)C2)cc1	21%
36	CC(=O)Nc1ccc(C(=O)N2CCN(S(=O)(=O)c3ccc4c(c3)OCCCO4)CC2)cc1	-2%
37	CCOC(=O)C1CCCN(S(=O)(=O)Cc2ccccc2Cl)C1 (stereo unspecified)	26%
38	O=C(Cn1cnc2c(OCc3ccccc3)ncnc21)NCCc1c[nH]c2ccccc12	0%
39	O=C(NCC(c1ccco1)N1CCN(c2ccccc2)CC1)c1cccs1 (stereo unspecified)	-11%
40	Cc1ccc(S(=O)(=O)N(C)C)cc1NC(=O)COC(=O)CSc1ccccc1	0%
41	CCN(C[C@H]1N[C@@](C)(C(=O)OC)[C@H]2C(=O)N(C)C(=O)[C@@H]12)C(=O)C1CCCCC1	7%
42	COC(=O)c1cc2ccc(OC)cc2c2cc(OC)c(OC)cc12	10%
43	Cc1ccc(S(=O)(=O)N2CCN(C(=O)COC(=O)C3(C)CC3(Cl)Cl)CC2)c(C)c1 (stereo unspecified)	-1%
44	CCCCCN(C(=O)CCC(=O)OCc1cccc(Br)c1)c1c(N)n(CCCC)c(=O)[nH]c1=O	2%
45	Cc1cc(S(=O)(=O)NCCCN2CCOCC2)ccc1Br	4%
46	O=C(CCCOc1ccccc1)N1CCN(S(=O)(=O)c2ccccc2)CC1	4%
47	N#CCCN(C(=O)COC(=O)CCc1c[nH]c2ccccc12)c1ccccc1	-7%
48	COc1ccccc1/C=C/C(=O)OCC(=O)c1c[nH]c2ccccc12	-1%
49	CC(C)C(=O)N[C@H]1CCC2C3CC=C4C[C@@H](O)CC[C@]4(C)C3CC[C@@]21C (stereo partly specified)	5%
50	Cc1nc2cc(-c3ccccc3)nn2c(N)c1-c1ccccc1	6%
51	CC(=O)N1CCN(C(=O)c2cc(-c3ccc(Cl)s3)nc3ccccc23)CC1	3%
52	COc1cc(NC(=O)Cn2cnc(C(=O)Nc3ccc(C)c(C)c3)n2)cc(OC)c1OC	21%
53	CCCn1nnnc1NCc1ccccc1OCC	?
54	O=C(NCc1ccc(F)cc1)c1ccc(S(=O)(=O)N2CCCCC2)cc1	3%
55	COc1cccc(CN(C)C(=O)CCNC(=O)c2ccco2)c1	5%
56	COc1cccc(NC(=O)CNc2cc(S(=O)(=O)N3CCOCC3)ccc2N2CCCC2)c1	-9%
57	COc1ccc(C(CNC(=O)c2cccc(NS(=O)(=O)c3ccc(C)c(F)c3)c2)N(C)C)cc1 (stereo unspecified)	-5%
58	CCCn1nc(C(=O)OCC(=O)Nc2ccc(C)cc2)c2ccccc2c1=O	0%
59	CC1(c2ccc(Cl)cc2)NC(=O)N(CC(=O)NCCC2=CCCCC2)C1=O (stereo unspecified)	-2%
60	CC1CN(S(=O)(=O)c2cccc(C(=O)OCC(=O)NCc3ccccc3)c2)CC(C)O1 (stereo unspecified)	2%

# Look-ups from the entries so far:
# cpd 47 – L3MBTL1 block: -7%
# cpd 56 – L3MBTL1 block: -9%
# cpd 58 – L3MBTL1 block: 0%
# cpd 50 – L3MBTL1 block: 6%
# cpd 44 – L3MBTL1 block: 2%

# Along the list, quoted from above:
# L3MBTL1 block, entries 19 to 26 → -10%, -15%, -1%, 0%, -7%, 11%, 1%, 3%

# The listing picks up; the 2 compounds before the break are reprinted first.
no.	compound	L3MBTL1 block
59	CC1(c2ccc(Cl)cc2)NC(=O)N(CC(=O)NCCC2=CCCCC2)C1=O (stereo unspecified)	-2%
60	CC1CN(S(=O)(=O)c2cccc(C(=O)OCC(=O)NCc3ccccc3)c2)CC(C)O1 (stereo unspecified)	2%
61	O=C(Nc1ncccc1O)c1ccc(Cl)c(S(=O)(=O)N2CCCCC2)c1	-12%
62	CC(C)(C)OC(=O)NCCCC[C@@H](C(=O)NCCCCCCCCCCC(=O)N1CCN(C(=O)OC(C)(C)C)CC1)n1cc(CCO)nn1	2%
63	CS(=O)(=O)c1ccc(NS(=O)(=O)c2ccc(Cl)c(C(=O)NC3=NCCS3)c2)cc1	9%
64	CC1CCN(C(=O)COC(=O)c2cc([N+](=O)[O-])ccc2N2CCOCC2)CC1	3%
65	CCOc1ccc(NC(=O)CN(C)C(=O)CSCc2c(C)noc2C)cc1OCC	-4%
66	CCOc1ccccc1C(=O)OCC(=O)NCC1CCCCC1	3%
67	O=C(COC(=O)c1nc(Cl)ccc1Cl)NNC(=O)c1ccccc1	3%
68	CCCC(/C=C/c1ccc(OC(C)=O)cc1)=C1/c2ccccc2C(=O)N1c1ccccc1	74%[activator]
69	O=C1/C(=C/c2ccncc2)Cc2ccccc21	0%
70	CCCn1c(N)c(C(=O)CSc2nnc(-c3c[nH]c4ccccc34)n2C2CC2)c(=O)[nH]c1=O	-3%
71	Cc1ccc(/C=C/S(=O)(=O)NCC(=O)OCC(=O)Nc2ccc(C(N)=O)cc2)cc1	6%
72	O=C(COc1ccccc1Cl)Nc1cccc(S(=O)(=O)N2CCCC2)c1	-3%
73	O=C(COC(=O)c1ccc(F)c(S(=O)(=O)N2CCOCC2)c1)NCCc1ccccc1	1%
74	CC(C)CN(C(=O)c1ccco1)C1CCS(=O)(=O)C1 (stereo unspecified)	-5%
75	Cc1ccc(S(=O)(=O)NCCC(=O)NC(C)CCc2ccccc2)cc1 (stereo unspecified)	6%
76	O=C(NNC(=O)C1CC1)c1cc(Br)c(Br)s1	-2%
77	O=C(COC(=O)c1cccc(S(=O)(=O)N2CCCCCC2)c1)Nc1ccccc1C(F)(F)F	-1%
78	COC(C[C@@H]1O[C@@H]1[C@H](O)[C@@H](C)OCc1ccccc1)OC	3%
79	Cc1cccc(N2CC(C(=O)Nc3ccccc3N3CCOCC3)CC2=O)c1C (stereo unspecified)	1%
80	O=C(OCC(=O)c1ccc[nH]1)C1=COCCO1	-22%
81	Cc1ccc(C(=O)NCCCNC(=O)Cc2ccc(Cl)cc2)cn1	1%
82	O=C(CN1C(=O)c2ccccc2S1(=O)=O)NCc1c(F)cccc1F	9%
83	O=C(c1cccc(S(=O)(=O)N2CCc3ccccc32)c1)N1CCCC(C(F)(F)F)C1 (stereo unspecified)	5%
84	CC(NC(=O)COC(=O)c1ccc(S(=O)(=O)N2CCOCC2)cc1)c1ccccc1 (stereo unspecified)	-11%
85	CC(C)Oc1ccc(S(=O)(=O)N2CCCCC2)cc1NC(=O)C1CSC2(C)CCC(=O)N12 (stereo unspecified)	-7%
86	Cc1ccc(C)c(C(=O)CCC(=O)Nc2ccc(N3CCN(C)CC3)cc2C)c1	-10%
87	CCCn1c(C(O)c2cc(OC)c(OC)c(OC)c2)nc2ccccc21 (stereo unspecified)	4%
88	CCC(CO)Oc1cc(NC(=O)c2cccc(Cl)c2)c2ncn(C(C)C)c2c1 (stereo unspecified)	4%
89	CN(CC(=O)NNC(=O)Cc1ccccc1F)S(=O)(=O)c1ccc(Cl)cc1	2%
90	CCOc1ccc(/C=N/NC(=O)c2ccccc2O)cc1CN1CC2CC(C1)c1cccc(=O)n1C2 (stereo unspecified)	-27%

# Nos. 83 to 87 of the list above:
no.	compound	L3MBTL1 block
83	O=C(c1cccc(S(=O)(=O)N2CCc3ccccc32)c1)N1CCCC(C(F)(F)F)C1 (stereo unspecified)	5%
84	CC(NC(=O)COC(=O)c1ccc(S(=O)(=O)N2CCOCC2)cc1)c1ccccc1 (stereo unspecified)	-11%
85	CC(C)Oc1ccc(S(=O)(=O)N2CCCCC2)cc1NC(=O)C1CSC2(C)CCC(=O)N12 (stereo unspecified)	-7%
86	Cc1ccc(C)c(C(=O)CCC(=O)Nc2ccc(N3CCN(C)CC3)cc2C)c1	-10%
87	CCCn1c(C(O)c2cc(OC)c(OC)c(OC)c2)nc2ccccc21 (stereo unspecified)	4%

# (next part)
no.	compound	L3MBTL1 block
91	CCC1CCCCN1C(=O)CSc1nnc(N)s1 (stereo unspecified)	0%
92	O=C(O)c1ccc(NC2OC[C@@H](O)[C@H](O)[C@H]2O)cc1 (stereo partly specified)	-7%
93	O=C(COC(=O)c1cc[n+]([O-])cc1)Nc1ccc(Cl)cc1Cl	4%
94	COc1ccc2c(c1)CCCC21NC(=O)N(CC(=O)NCc2cccs2)C1=O (stereo unspecified)	3%
95	O=C(CSc1nc(=O)n(CCN2CCOCC2)c2c1CCC2)Nc1ccc(OC(F)(F)F)cc1	1%
96	COc1ccc(Cl)cc1NC(=O)CN(C)C(=O)c1cc2ccccc2cc1O	-10%
97	CN(C(=O)CN1C(=O)c2ccccc2S1(=O)=O)C1CCCCC1	1%
98	O=C(COc1ccc(Cl)cc1)OCC(=O)N1CCOCC1	3%
99	COc1ccc(S(=O)(=O)Nc2c(C)nn(C)c2C)cc1Br	4%
100	COc1ccc(NS(=O)(=O)c2ccc(C)c(C(=O)NCC(c3ccco3)N3CCCCC3)c2)cc1 (stereo unspecified)	2%
101	O=C(COC(=O)c1ccc(CO)cc1)c1ccc(S(=O)(=O)N2CCCCC2)cc1	4%
102	Cc1ccc(S(=O)(=O)NCC(c2ccco2)N2CCc3ccccc32)cc1 (stereo unspecified)	-12%
103	O=C(Nc1nc(-c2ccco2)c(-c2ccco2)s1)c1ccco1	?
104	O=C(COC(=O)CNC(=O)c1ccccc1F)NCCNC(=O)COC(=O)CNC(=O)c1ccccc1F	5%
105	CCOc1ccc(C(=O)NNC(=O)CN2C(=O)C3CC=CCC3C2=O)cc1OC (stereo unspecified)	1%
106	Cc1cccnc1NC(=O)C1CCN(S(=O)(=O)c2ccc3ccccc3c2)CC1	-3%
107	COc1ccc(NC(=O)CNc2ccccc2C(C)=O)cc1S(=O)(=O)N1CCOCC1	11%
108	Cc1ccc(NC(=O)CN(C(=O)N2CCN(C)CC2)S(=O)(=O)c2ccc(C)cc2)cc1	-2%
109	CC(OC(=O)Cn1cnc2c1c(=O)n(C)c(=O)n2C)C(=O)NC(C)c1ccc(Cl)cc1Cl (stereo unspecified)	-1%
110	COc1cccc(NC(=O)CN2C(=O)NC(CCc3ccccc3)C2=O)c1 (stereo unspecified)	1%
111	CCc1ccc(C(=O)C(C)OC(=O)CNS(=O)(=O)c2ccc(C)cc2)cc1 (stereo unspecified)	-2%
112	CCC1(c2ccccc2)NC(=O)N(CC(=O)Nc2ccc(N3CCOCC3)cc2)C1=O (stereo unspecified)	0%
